# SIAE primary: human SIAE inhibition, primary screen; Q9HAT2; SIAE FP-Rh probe binding, fluorescence polarization; inhibition, % at 9.66 µM; 370,000 compounds, 0.69% hits;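 active means inhibition above a cutoff: mean of compounds within the control limits plus 3 SD of those, cut at about 17% in these data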;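 further: 0% = plate median of compound wells and 100% = probe without SIAE protein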
# PRMT1 inh: PRMT1 (human) inhibition, primary screen; Q99873; recombinant PRMT1, activity-based probe fluorescence polarization; inhibition, % at 2.79 µM; 370,000 compounds, 1.3% hits; AID 652257;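 active means inhibition above about 21% made by adding two undisclosed values, limit read from the data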
# LEDGF integ inh: blocks HIV-1 LEDGF/p75-dependent DNA integration. TR-FRET IN-LEDGF/p75 DNA integration, Eu/Cy5. inhibition, % at 3.7 µM. AID 743269. 370,000 compounds, 0.64% hits;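 active means inhibition above the screen-wide mean plus 3 SD, cut at about 13% in these data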;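 further: signal is the Cy5 over europium emission ratio at 671 and 618 nm; 0% = plate median of compound wells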
# HTRA1 inh: inhibitors of human serine peptidase HTRA1; recombinant HTRA1, FP-rhodamine activity-based probe, fluorescence polarization; inhibition, % at 5.96 µM; 340,000 compounds, 0.5% hits; in the data active means inhibition above about 36%;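 further: 0% = enzyme with DMSO and 100% = wells lacking enzyme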
# MBD2 DNA inh: MBD2-methylated oligo binding inhibition | Q9UBB5 | TR-FRET, MBD2 binding to methylated oligonucleotide | inhibition, % at 4.4 µM | 370,000 compounds, 0.31% hits | AID 686964; in the data active means inhibition above about 13%
# Target sequence (Q9UBB5 whole entry, looked up): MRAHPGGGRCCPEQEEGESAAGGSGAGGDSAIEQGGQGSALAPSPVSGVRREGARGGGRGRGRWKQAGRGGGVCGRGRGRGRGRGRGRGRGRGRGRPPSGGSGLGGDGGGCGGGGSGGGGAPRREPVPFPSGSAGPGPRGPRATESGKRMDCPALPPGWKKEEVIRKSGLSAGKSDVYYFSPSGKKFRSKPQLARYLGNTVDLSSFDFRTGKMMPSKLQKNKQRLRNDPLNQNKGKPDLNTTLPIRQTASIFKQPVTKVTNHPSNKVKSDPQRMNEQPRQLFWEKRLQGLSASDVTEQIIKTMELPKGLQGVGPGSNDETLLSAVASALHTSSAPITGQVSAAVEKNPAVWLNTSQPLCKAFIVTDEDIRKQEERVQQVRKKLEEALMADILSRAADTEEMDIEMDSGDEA
# ABHD4 inh: ABHD4 (mouse) inhibition, primary FP screen. 370,000 compounds, 0.54% hits. AID 720543. purified mABHD4, FP-Rh probe fluorescence polarization. Q8VD66. inhibition, % at 8.92 µM;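 active means inhibition exceeding the mean over every tested compound plus 3 SD, cut at about 30% in these data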;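 further: 0% = plate median of compound wells and 100% = S159A mutant with DMSO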
#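 Material: mouse ABHD4 enzyme, wild type; Benchmarks: S159A mutant high control, sample median low control; Buffer or medium: HEPES pH 7.0, NaCl, Pluronic buffer; Signal: fluorescence polarization; Read-out: percent inhibition of probe binding, normalized to plate controls; Timing: pre-incubation 45 min, probe exposure 60 min, at 25 °C; Dosing: 8.92 µM, single dose.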
# TCR CD3 inh: inhibitors of human TCR-CD3 interaction; 360,000 compounds, 0.37% hits; TAMRA-labeled TCR probe fluorescence, biochemical; inhibition, % at 9.4 µM; in the data active means inhibition above about 19%;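 further: recombinant mutant TCR 2C K166C tagged with TAMRA read by polarization; 0% = receptor in buffer alone and 100% = receptor with positive control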
# rCAG binder: molecules binding r(CAG) RNA repeats; inhibition, % at 3 µM; 370,000 compounds, 1.3% hits; r(CAG) RNA repeat, TO-PRO-1 dye displacement fluorescence;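 active means inhibition above the plate cutoff, the mean of all test compounds on that plate plus 3 SD, cut at about 35% in these data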;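 further: 0% = DMSO alone and 100% = 100 µM mitoxantrone as full dye displacement; higher means more dye released from RNA so lower well fluorescence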
# GC-B act: GC-B (human) receptor activation | P20594 | HEK293-GC-B cells, CNP EC30, cGMP TR-FRET; 0% at EC30 CNP, 100% saturating CNP | activation, % at 10 µM | 370,000 compounds, 0.11% hits | AID 1920062;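 active means activation at 10 µM reaching about 35% in either raw or pattern-adjusted values, limit read from the data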
# TDP2 absorb: TDP2 (human) inhibition, absorbance primary screen; inhibition, % at 12.8 µM; 370,000 compounds, 0.34% hits; recombinant TDP2, T5PNP hydrolysis, p-nitrophenol absorbance 415 nm;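 active means inhibition above the mean of all tested compounds plus 3 SD, set per campaign, cut at about 25% in these data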;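 further: 0% = DMSO with enzyme and 100% = buffer with substrate but no TDP2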
# Target sequence (O95551 whole entry, looked up): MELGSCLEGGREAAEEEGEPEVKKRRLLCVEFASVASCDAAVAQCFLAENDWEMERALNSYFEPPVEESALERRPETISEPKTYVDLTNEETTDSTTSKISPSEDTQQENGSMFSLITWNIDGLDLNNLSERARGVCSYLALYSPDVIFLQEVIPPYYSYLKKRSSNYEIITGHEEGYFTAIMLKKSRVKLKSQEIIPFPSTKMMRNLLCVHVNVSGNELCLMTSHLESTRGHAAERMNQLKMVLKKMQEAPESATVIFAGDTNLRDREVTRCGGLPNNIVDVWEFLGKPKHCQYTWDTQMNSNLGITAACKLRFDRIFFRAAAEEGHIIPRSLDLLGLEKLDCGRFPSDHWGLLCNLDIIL
#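 Incubation: 2 h at 37 °C; Test system: recombinant human TDP2; Quantity: enzyme 120 nM; Read-out basis: percent inhibition; Medium: 50 mM Tris-HCl pH 7.5 with Mg2+, KCl, DTT, BSA; Repeats: single replicate; Compound: 12.8 µM single point, 1% DMSO; Signal: epi absorbance; Reagent: 5 mM T5PNP chromogenic substrate; Benchmarks: no-enzyme high, DMSO-plus-enzyme low.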
# Active calls of the source: *; . = not tested or not shown. These rows are one share of the data; the hit share may differ from the screen's.
SMILES,SIAE primary,PRMT1 inh,LEDGF integ inh,HTRA1 inh,MBD2 DNA inh,ABHD4 inh,TCR CD3 inh,rCAG binder,GC-B act,TDP2 absorb
C[C@@H]1CC=C[C@H]2[C@H]1C(=O)N(Cc1ccccc1)[C@H]2c1ccc2ccccc2c1/C=C/c1ccccc1,1,-5,-2,-8,3,-1,3,3,2,-1
Cn1c(=O)c2c(nc(NCC3CCCO3)n2Cc2ccccc2)n(C)c1=O (stereo unspecified),1,3,0,2,2,2,-7,-2,29,1
COc1cccc(CNC(=O)Cn2cc([N+](=O)[O-])cn2)c1,1,1,-2,-5,3,4,0,3,-5,10
CC(=O)Nc1ccc2nc(N)sc2c1,2,-2,-4,8,3,5,0,0,-1,10
NC(=O)C1CCN(C(=O)CNC(=O)c2ccc(Br)o2)CC1,-7,-2,1,0,2,3,-10,-11,5,7
O=C(CSc1ncccc1C(=O)O)c1ccc2ccccc2c1,6,2,5,-6,-1,-1,11,26,-7,2
CN(C)S(=O)(=O)c1ccc(C(=O)NCc2nnc(SCC(=O)N3CCCCCC3)o2)cc1,4,5,-5,-2,1,8,-6,-1,4,1
Cc1ccc(S(=O)(=O)N2CCN(C(=O)COC(=O)COc3ccc(Cl)c(C)c3)CC2)c(C)c1,-3,-3,-1,0,-2,-4,-1,2,-2,-6
COc1cccc(N2CCN(c3nc(-c4ccccc4C)cc(=O)[nH]3)CC2)c1,6,-2,2,-5,-2,1,9,-4,0,9
COc1cccc(C(=O)Nc2cccc(SC)c2)c1,-9,1,0,-16,-5,-4,-4,-2,2,-7
COCCn1ccc2c(OCC(=O)NCCc3ccc(OC)c(OC)c3)cccc2c1=O,3,-3,-1,7,-3,0,6,-5,-2,3
CC(C)COc1ccc(-c2cc(C(=O)NN)[nH]n2)cc1,-1,-3,2,-4,-1,-3,5,1,-4,-3
CCOC(=O)c1c(C)[nH]c(C(=O)CSc2nnc(-c3ccncc3)n2CC)c1C,5,1,5,-13,3,-6,-6,-5,-3,1
CCN(C)C1CN(Cc2cn(Cc3cccc(Cl)c3)nn2)S(=O)(=O)C1 (stereo unspecified),2,-4,-4,.,2,3,5,0,0,-1
COc1ccc2cc(C3=CCCCC3)ncc2c1,-1,1,-4,-15,-3,12,10,-1,-4,8
O=C(Cn1c(=O)oc2cc(S(=O)(=O)N3CCc4ccccc43)ccc21)NC1CCCC1,-1,1,-3,-7,4,-11,2,9,1,6
CCCCNC(=O)C1(C)CCCCN1C(=O)c1cncc(Br)c1 (stereo unspecified),5,4,0,.,0,3,-7,1,2,11
CC(CCc1ccccc1)NCc1cccc2ccccc12 (stereo unspecified),-3,1,0,2,3,10,-6,-1,-7,5
O=c1/c(=C/c2ccc(O)cc2)sc2n1CCCN=2,-4,2,-1,2,-9,5,8,3,2,0
O=C(Nc1ccc(F)c(Cl)c1)[C@@H]1O[C@H](CO)[C@H](O)[C@H](O)[C@H]1O,6,4,-2,.,8,6,5,0,1,2
COc1ccc(C2C(C(=O)Nc3ccccc3OC)=C(C)Nc3nnnn32)c(OC)c1 (stereo unspecified),-3,-1,3,3,-2,-10,10,0,-14,-3
O=C(O)c1ccc(CSc2nnc(COc3ccc(Cl)cc3Cl)o2)cc1,-4,2,0,-6,1,-9,3,28,0,-4
O=C1NCC(COCC2CC=CCC2)O1 (stereo unspecified),-1,-1,3,13,-6,-4,5,-2,2,7
COc1cc(C2OCC3C(c4cc(OC)c(OC)c(OC)c4)OCC23)cc(OC)c1OC (stereo unspecified),10,-4,1,2,-4,2,7,-3,6,-7
CN(C)c1ccc(/C=N/NC(=O)c2cc(-c3ccc4c(c3)OCO4)n[nH]2)cc1,2,1,-2,1,-1,-4,1,9,3,11
C#CCNC(=O)C[C@@H]1C[C@@]2(C(=O)OCC)CCC=C2N(Cc2ccc3c(c2)OCO3)C1=O,5,-2,7,.,0,4,0,4,-4,7
COC(=O)c1ccc(C)c(NC(=O)CCSc2ccc(Cl)cc2)c1,-4,1,0,-6,8,-7,-4,-1,-7,2
CCc1ccc2[nH]c(C(=O)Nc3ccc(F)cc3Br)cc2c1,-4,0,3,-9,2,3,-5,10,2,-1
O=C1CC2C(CC(OC(=O)c3ccc(-c4ccccc4)cc3)C2CO)O1 (stereo unspecified),1,-2,-2,-12,3,-3,5,-2,-2,-2
Cc1ccc(NC(=O)CN2CCC(Cc3ccccc3)CC2)cc1S(=O)(=O)N(C)C,-4,2,-1,-29,1,14,0,-6,-5,7
COc1ccc(NC2=C(C(C)=O)C(c3ccc(N(C)C)cc3)C(C(C)=O)C(C)(O)C2)cc1 (stereo unspecified),0,-2,-3,-7,-10,4,4,-4,-3,-10
CC(C)(C)c1cc(C(=O)N/N=C/c2ccc(-c3ccccc3[N+](=O)[O-])o2)n[nH]1,-1,5,-1,-7,-2,10,11,4,-4,14
N#CC1=C(Nc2ccccc2)SC=C(c2ccccc2)N=C1N1CCOCC1,0,-1,-2,3,-3,4,12,1,-1,-3
O=S(=O)(N/N=C\c1cccnc1)c1ccccc1,0,3,-1,-1,-6,-6,7,2,-8,-12
Cc1nn(Cc2c(Cl)cccc2Cl)c(Cl)c1/C=C/C(=O)OCC(=O)NCC(F)(F)F,0,0,-2,6,-2,2,-2,1,3,2
Fc1ccc(C2=Nn3c(Cc4ccccc4)nnc3SC2)cc1,-1,4,1,-9,3,-2,-1,-4,7,3
Cc1ccc(C(=O)O)cc1NC(=S)NC(=O)c1ccc(-c2ccccc2)cc1,-10,-1,0,-14,-4,-12,2,55*,-3,0
O=C(N/N=C/c1ccco1)C12CC3CC(CC(C3)C1)C2,3,-5,4,4,-1,-1,0,-4,-1,-7
CCN(CC)S(=O)(=O)c1ccc2oc(C(=O)Nc3ccc(OC)cc3OC)c(C)c2c1,7,-4,-2,0,0,-1,7,4,6,-1
Cc1ccc(NC2=C(Cl)C(=O)OC2OC(=O)c2ccccc2)c(C)c1 (stereo unspecified),-12,7,0,-21,9,-17,-2,6,5,-7
COC(=O)[C@]12C[C@H](CC(=O)NCCCCc3ccccc3)C(=O)N(Cc3ccc(Cl)cc3Cl)C1=C[C@H](COCc1ccccc1)O[C@@H]2C,-13,4,-1,.,-2,-6,.,8,3,-5
CC1CCN(S(=O)(=O)c2ccc(C(=O)N(C)C3CCS(=O)(=O)C3)cc2)CC1 (stereo unspecified),-1,0,-8,2,2,1,-7,-4,-5,-10
O=C(c1ccccc1)c1ccc(OCC(O)CN2CCOCC2)cc1 (stereo unspecified),-12,1,-1,-10,1,0,5,-2,-4,-12
Cc1ccccc1N(CC(=O)N/N=C/c1ccc(Cl)cc1)C(=O)c1ccccc1,-7,-2,0,-3,-4,-1,7,-1,-3,-1
Cc1ccc(CCNC(=O)CN2C(=O)COc3ccccc32)cc1,7,-2,1,-3,-3,-1,3,-4,3,4
COc1cc(C)nc(N(C)S(=O)(=O)c2ccccc2Cl)n1,-3,3,12,-7,9,16,7,-3,-2,21
Cc1cccc(NC(=O)/C(=C\c2ccco2)NC(=O)c2ccccc2)c1,9,14,1,-15,-4,6,-1,13,5,6
COc1ccccc1N1CCN(C(=O)CN(c2cc(C)cc(C)c2)S(C)(=O)=O)CC1,-2,-4,7,2,3,-13,1,-3,2,-8
CC1(c2ccccc2)NC(=O)N(CC(=O)Nc2ccccc2C(=O)N2CCCCC2)C1=O (stereo unspecified),2,-2,-2,-4,1,7,1,-8,-1,5
COc1ccc(N(C(=O)c2ccco2)C(C(=O)NC2CCCCC2)c2ccccc2)cc1 (stereo unspecified),2,0,1,-3,2,3,-1,-5,-14,-2
COc1ccc(C(=O)NC2CCCCCC2)cc1S(=O)(=O)N1CCOCC1,5,-4,0,3,-2,4,5,-5,4,10
NC(=O)CC(NC(=O)c1cccc(Br)c1)c1ccc(NC2CCCCCCC2)c([N+](=O)[O-])c1 (stereo unspecified),-3,4,1,-29,4,-24,-4,18,2,-11
O=C(NCc1ccco1)c1cccc2c1C(=O)N(C1CCCCC1)C2,4,-4,1,2,2,-6,0,-2,2,-1
O=C(/C=C\Nc1ccccn1)c1ccccc1,4,0,7,-8,-5,-1,5,0,0,-8
Cc1cc(=O)oc(C)c1C(=O)NCCN1CCOCC1,-2,-4,0,8,5,-2,-11,1,-1,-4
NCCSC1CC(=O)N(Cc2ccc(F)cc2)C1=O (stereo unspecified),-2,27*,0,3,1,0,9,2,2,-5
Cc1c(O)c2c(=O)n(-c3ccccc3)c(-c3ccccc3)cc2oc1=O,-5,7,-7,5,2,0,-1,0,-12,-1
COc1ccc(CCn2c(=N)c(C(=O)NCC3CCCO3)cc3c(=O)n4cccc(C)c4nc32)cc1OC (stereo unspecified),4,-1,1,2,-4,-1,7,8,5,-12
COc1cccc(/C=N/NC(=O)c2cccc3ccccc23)c1OC,-7,7,-3,-1,2,4,-7,-1,-2,8
COc1ccc(CN(CC2CCCO2)S(=O)(=O)c2ccc(-n3cnnn3)c(OC)c2)cc1 (stereo unspecified),-1,1,1,-6,3,1,1,-4,-1,5

# Compound profiles (already shown). Order of values: SIAE primary	PRMT1 inh	LEDGF integ inh	HTRA1 inh	MBD2 DNA inh	ABHD4 inh	TCR CD3 inh	rCAG binder	GC-B act	TDP2 absorb
# CC(CCc1ccccc1)NCc1cccc2ccccc12 (stereo unspecified) is listed with -3	1	0	2	3	10	-6	-1	-7	5
# O=C(NCc1ccco1)c1cccc2c1C(=O)N(C1CCCCC1)C2 is listed with 4	-4	1	2	2	-6	0	-2	2	-1
# COc1ccc(CCn2c(=N)c(C(=O)NCC3CCCO3)cc3c(=O)n4cccc(C)c4nc32)cc1OC (stereo unspecified) is listed with 4	-1	1	2	-4	-1	7	8	5	-12

# More results follow.
SMILES,SIAE primary,PRMT1 inh,LEDGF integ inh,HTRA1 inh,MBD2 DNA inh,ABHD4 inh,TCR CD3 inh,rCAG binder,GC-B act,TDP2 absorb
OCC1COC(c2ccccc2)=N1 (stereo unspecified),1,8,2,.,3,-12,-6,1,1,-10
O=C(NCc1nc2ccccc2[nH]1)C1=C[C@@H](c2ccccc2)C[C@@H](OCc2ccc(CO)cc2)O1,-5,-1,0,-21,4,-3,-4,1,-4,8
CN(C)S(=O)(=O)c1ccc(C(=O)NCc2ccccn2)cc1,0,1,5,0,1,5,1,-2,2,-10
O=C(Cn1cc2c(n1)CCCC2)NCc1ccccn1,2,-2,2,3,-1,1,3,3,3,-8
CSCCC(=O)N1CCCC(CO)(CCCc2ccccc2)C1 (stereo unspecified),-1,-1,-4,3,1,-6,-1,1,-6,-5
O=C1c2cccc3cccc(c23)N1Cc1cccc(F)c1,-1,-3,2,-21,1,-4,2,0,1,-8
CCCCOC(=O)C1[C@H]2C(=O)N(c3ccccc3CC)C[C@]23C=C[C@H]1O3 (stereo partly specified),7,1,0,-3,0,2,-2,0,11,9

# Screens as filed in PubChem.
